TDP2 inh = TDP2 (human) inhibition, absorbance primary screen | O95551 | recombinant TDP2, T5PNP hydrolysis, p-nitrophenol absorbance 415 nm | inhibition, % at 12.8 µM | actives 0.34% (n = 370,000) | AID 720702;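 active = inhibition above the mean of all tested compounds plus 3 SD, set per campaign, cut at about 25% in these data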;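 note: 0% = DMSO with enzyme and 100% = buffer with substrate but no TDP2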
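System: recombinant human TDP2 / Amount: 120 nM TDP2 per well / Also added: 5 mM T5PNP chromogenic substrate / Doses: 12.8 µM single point, 1% DMSO / Incubation: 2 h at 37 °C / Detection: p-Nitrophenol epi absorbance / Evaluation: % inhibition relative to enzyme-containing and enzyme-free wells / Repeats: singlicate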
NPR2 activator = GC-B (human) receptor activation; actives 0.11% (n = 370,000); HEK293-GC-B cells, CNP EC30, cGMP TR-FRET; 0% at EC30 CNP, 100% saturating CNP; P20594; activation, % at 10 µM;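 active = activation at 10 µM reaching about 35% in either raw or pattern-adjusted values, limit read from the data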
LEDGF integ inh = blocks HIV-1 LEDGF/p75-dependent DNA integration | TR-FRET IN-LEDGF/p75 DNA integration, Eu/Cy5 | inhibition, % at 3.7 µM | actives 0.64% (n = 370,000);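 active = inhibition above the screen-wide mean plus 3 SD, cut at about 13% in these data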;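 note: signal is the Cy5 over europium emission ratio at 671 and 618 nm; 0% = plate median of compound wells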
PRMT1 inh = blocks human protein arginine methyltransferase 1 | recombinant PRMT1, activity-based probe fluorescence polarization | inhibition, % at 2.79 µM | actives 1.3% (n = 370,000) | AID 652257;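 active = inhibition above about 21% made by adding two undisclosed values, limit read from the data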
SIAE primary = human SIAE inhibition, primary screen | inhibition, % at 9.66 µM | Q9HAT2 | actives 0.69% (n = 370,000) | SIAE FP-Rh probe binding, fluorescence polarization;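 active = inhibition above a cutoff: mean of compounds within the control limits plus 3 SD of those, cut at about 17% in these data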;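 note: 0% = plate median of compound wells and 100% = probe without SIAE protein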
rCAG binder = molecules binding r(CAG) RNA repeats. r(CAG) RNA repeat, TO-PRO-1 dye displacement fluorescence. inhibition, % at 3 µM. actives 1.3% (n = 370,000). AID 651821;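 active = inhibition above the plate cutoff, the mean of all test compounds on that plate plus 3 SD, cut at about 35% in these data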;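 note: 0% = DMSO alone and 100% = 100 µM mitoxantrone as full dye displacement; higher means more dye released from RNA so lower well fluorescence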
HTRA1 inhibitor = HTRA1 (human) protease inhibition; AID 504803; recombinant HTRA1, FP-rhodamine activity-based probe, fluorescence polarization; actives 0.5% (n = 340,000); inhibition, % at 5.96 µM; in the data active = inhibition above about 36%;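 note: 0% = enzyme with DMSO and 100% = wells lacking enzyme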
Target sequence (Q92743 whole entry, looked up): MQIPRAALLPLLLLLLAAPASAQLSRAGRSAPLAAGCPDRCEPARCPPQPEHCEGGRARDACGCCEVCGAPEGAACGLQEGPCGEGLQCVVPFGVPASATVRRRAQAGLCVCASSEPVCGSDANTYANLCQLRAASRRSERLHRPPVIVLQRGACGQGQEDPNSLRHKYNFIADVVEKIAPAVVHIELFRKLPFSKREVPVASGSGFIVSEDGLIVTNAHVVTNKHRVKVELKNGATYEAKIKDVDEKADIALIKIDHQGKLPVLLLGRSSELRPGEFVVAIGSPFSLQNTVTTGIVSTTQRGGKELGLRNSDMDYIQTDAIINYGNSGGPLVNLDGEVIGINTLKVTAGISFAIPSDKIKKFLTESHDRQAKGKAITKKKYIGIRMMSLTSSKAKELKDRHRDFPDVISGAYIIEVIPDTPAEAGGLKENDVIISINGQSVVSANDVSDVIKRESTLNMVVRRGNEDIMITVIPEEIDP
MBD2 DNA inh = inhibitors of human MBD2 binding to methylated oligonucleotide. Q9UBB5. TR-FRET. inhibition, % at 4.4 µM. actives 0.31% (n = 370,000). AID 686964; in the data active = inhibition above about 13%
Target sequence (Q9UBB5 whole entry, looked up): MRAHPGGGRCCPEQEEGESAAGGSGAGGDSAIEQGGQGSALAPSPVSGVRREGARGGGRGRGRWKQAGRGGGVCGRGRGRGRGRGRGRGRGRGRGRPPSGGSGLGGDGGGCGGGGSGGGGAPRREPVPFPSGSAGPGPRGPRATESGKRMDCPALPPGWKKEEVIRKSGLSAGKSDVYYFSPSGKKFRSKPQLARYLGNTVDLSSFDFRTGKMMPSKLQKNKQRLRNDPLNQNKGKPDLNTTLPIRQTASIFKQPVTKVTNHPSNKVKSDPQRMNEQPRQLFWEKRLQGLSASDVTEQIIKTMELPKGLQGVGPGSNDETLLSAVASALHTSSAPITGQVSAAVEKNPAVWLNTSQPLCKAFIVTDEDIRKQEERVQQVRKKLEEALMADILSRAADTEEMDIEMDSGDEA
ABHD4 inh = inhibitors of mouse ABHD4; inhibition, % at 8.92 µM; purified mABHD4, FP-Rh probe fluorescence polarization; actives 0.54% (n = 370,000);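 active = inhibition exceeding the mean over every tested compound plus 3 SD, cut at about 30% in these data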;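 note: 0% = plate median of compound wells and 100% = S159A mutant with DMSO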
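Test system: mouse ABHD4 enzyme, wild type. Reagent: FP-Rh fluorescent activity-based probe, added after compound pre-incubation. Timing: pre-incubation 45 min, probe exposure 60 min, at 25 °C. Technique: FP readout, ex 525 nm / em 598 nm. Benchmarks: high control S159A mutant with DMSO, low control median of compound wells.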
TCR-CD3 inh = human TCR-CD3 binding inhibition. actives 0.37% (n = 360,000). TAMRA-labeled TCR probe fluorescence, biochemical. inhibition, % at 9.4 µM; in the data active = inhibition above about 19%;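 note: recombinant mutant TCR 2C K166C tagged with TAMRA read by polarization; 0% = receptor in buffer alone and 100% = receptor with positive control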
Active calls of the source: *; · = not tested or not shown. These rows are one share of the data; count on the stated rates, not on these rows.

SMILES	TDP2 inh	NPR2 activator	LEDGF integ inh	PRMT1 inh	SIAE primary	rCAG binder	HTRA1 inhibitor	MBD2 DNA inh	ABHD4 inh	TCR-CD3 inh
CCCOC(=O)c1ccc(OCC(O)Cn2c(C)nc3ccccc32)cc1 (stereo unspecified)	-13	-16	7	0	-3	1	-4	2	2	5
O=C(c1ccccc1)c1ccc2nc(-c3ccc(NC(=O)c4ccccc4F)cc3)[nH]c2c1	10	10	2	-3	-19	12	-8	1	-7	8
Cc1cc(N)c(NC2=CC(=O)CC(C)(C)C2)cc1C	0	-1	2	27*	1	-5	-1	-1	7	-4
CCCCCCCCCCCCNC[C@@H]1CSCCS(=O)(=O)N1	1	-3	2	0	-5	2	·	-6	0	4
Cc1ccc(CC2CC(=O)N(Cc3ccco3)C2=O)cc1 (stereo unspecified)	2	-1	0	11	-2	12	-8	-3	4	9
COC(=O)C(NS(=O)(=O)c1ccc(F)cc1)c1ccccc1 (stereo unspecified)	7	3	2	-1	-3	-1	-1	1	-4	4
CCOC(=O)C1=C(N)N2C(=O)C(C)SC2=C(C(=O)OC)C1c1cccc(OC)c1 (stereo unspecified)	-4	-10	1	7	6	2	-8	0	2	-3
CCOC(=O)N1CCN(CCC(=O)Nc2cc([N+](=O)[O-])ccc2OC)CC1	12	-1	0	0	-11	1	2	1	1	4
C/C=C(\C)CN1CCN(c2cccc(C)c2C)CC1	12	4	-1	0	8	-7	-3	-1	0	2
O=C(O)c1ccc(-c2nc(-c3ccc(Cl)cc3)cs2)cc1	5	-3	-2	0	-21	6	3	4	-14	5
CCCS(=O)(=O)N1CCCC(C(=O)NCCCN2CCN(c3ccccc3F)CC2)C1 (stereo unspecified)	7	-3	0	-3	-5	0	-1	-5	-3	-2
O=c1[nH]c2ccc(Cl)cc2c(-c2ccccc2)c1SC(=S)N1CCCCC1	-11	-8	-6	44*	-16	9	-47	0	-4	-11
O=C(Nc1nnc(CCOCCOCCc2nnc(NC(=O)c3ccco3)s2)s1)c1ccco1	-10	-4	-3	5	2	-1	-7	2	-1	4
CC1=C(C(=O)N2CCOCC2)CC(CC(=O)NC2CCCC2)C(=O)N1CCCN1CCCC1=O (stereo unspecified)	-6	3	1	-2	-4	3	1	-5	5	5
CCOc1ccccc1CN1CCCC(C(=O)Nc2cccc(-n3cccn3)c2)C1 (stereo unspecified)	-4	-5	-2	2	0	-7	-12	0	2	3
Cc1cc(=O)n2nc(N3CCCC3C(=O)Nc3cccc(F)c3)sc2n1 (stereo unspecified)	2	3	-3	5	-4	5	1	0	4	-14
CC(=O)CCC1CC(c2ccc(Cl)cc2)=NO1 (stereo unspecified)	3	-7	1	2	0	-5	-4	-7	4	-4
N#Cc1cccc(C(=O)C(=O)N2CCCN(Cc3ccc(F)cc3)CC2)c1	1	0	-3	5	3	0	·	0	4	-3
Cc1ccccc1NCCC(=O)Nc1ccc(F)cc1	-3	1	-2	5	0	0	-1	2	-1	-4
Cc1cc(OCC(O)CN2CCOCC2)cc(C)c1Cl (stereo unspecified)	1	3	-2	0	1	-6	0	1	3	-10
O=C(COC(=O)CCCc1nc2ccccc2s1)Nc1ncc(Cl)cc1Cl	8	-6	0	1	3	-2	-1	-6	3	5
CSc1ccc(/C=N/NC(=O)c2ccccc2Cl)cc1	-4	0	6	-2	0	-2	-10	-3	-4	3
C=CCn1c(-c2cccc3ccccc23)n[nH]c1=S	10	-4	1	0	6	4	7	1	0	2
CCCC1(CCC)NC(=O)NC1=O	-11	-6	0	-1	-3	0	-1	0	0	7
COc1ccc(/C=N/OCC(=O)N2CC3(C)CC2CC(C)(C)C3)cc1 (stereo unspecified)	-8	-1	-4	4	-5	-10	-11	2	7	-1
(list continues)
SMILES	TDP2 inh	NPR2 activator	LEDGF integ inh	PRMT1 inh	SIAE primary	rCAG binder	HTRA1 inhibitor	MBD2 DNA inh	ABHD4 inh	TCR-CD3 inh
C/C(=N\NC(=O)CNc1ccc(F)cc1)c1cc2ccccc2o1	0	2	-3	-2	9	7	-13	0	2	-1
COc1ccc(C(=O)C2CCCN(Cc3ccc(Sc4nncn4C)o3)C2)cc1F (stereo unspecified)	7	0	4	-3	4	-8	·	-2	0	5
O=c1c(-c2ccc(O)cc2)coc2cc(OC3OC(CO)C(O)C(O)C3O)cc(O)c12 (stereo unspecified)	-2	3	-2	-2	11	-1	-14	-2	-1	0
O=C(OCCCN=C1NS(=O)(=O)c2ccccc21)c1ccc(F)cc1	-1	-3	0	0	9	1	0	1	-1	3
Cc1ccc(CNC(=O)CCN2C(=O)[C@@H]3Cc4ccccc4CN3C2=O)cc1	15	3	1	2	-5	-4	2	-1	1	-1
OC[C@@H]1CN(Cc2cccnc2)C[C@H](n2cnc3c(N4CCN(c5ccccc5)CC4)ncnc32)O1	-9	-3	5	2	3	4	·	-5	-1	-7
Cc1cccc(CN2C(=O)CCSc3ccc(Cl)cc32)c1	-10	-14	-2	1	-2	-5	-12	-1	-3	-1
COc1ccccc1CNC(=O)Nc1nc(C(N)C(C)C)cs1 (stereo unspecified)	-7	-2	0	0	-3	12	·	0	3	0
CC(C)(CC(=O)O)CC(=O)O	3	6	1	2	1	2	1	-8	3	2
Cc1ccc(C2(C)NC(=O)N(CC(=O)Nc3ccc(-c4nc5ccc(C)cc5s4)cc3)C2=O)cc1 (stereo unspecified)	6	-1	1	-3	-54	4	-40	-1	-7	-4
CCOC(=O)[C@]12CCC=C1N(Cc1ccc3c(c1)OCO3)C(=O)[C@H](CC(=O)NCc1cccc(C(F)(F)F)c1)C2	7	-3	4	-2	-6	2	·	-2	-7	1
O=C(Nc1ccc(Cl)cc1)c1cc(S(=O)(=O)Nc2ccccn2)ccc1Cl	-16	-3	-8	1	-1	15	-11	4	-2	-2
CC(NS(=O)(=O)c1cccc(C(=O)NCc2ccncc2)c1)c1ccccc1 (stereo unspecified)	-16	1	5	-3	0	1	3	-6	5	-4
CCCN(Cc1ccc(N(C)C)cc1)CC1CC1	-6	-1	1	3	-2	-2	-5	-2	1	-2
O=C(COC(=O)C1(c2ccccc2F)CCCC1)Nc1ncc(C(F)(F)F)cc1Cl	-1	-3	3	-1	1	5	-15	-2	4	6
CC(=O)c1cccc(NC(=O)C2CCCN2S(=O)(=O)c2cccc3nsnc23)c1 (stereo unspecified)	-19	1	0	-8	-5	4	-4	-3	-1	0
CCCN(CCC)C(=O)c1cn(CC)c2ccc(S(=O)(=O)N3CCCCC3)cc2c1=O	11	3	-1	-2	-13	-4	4	1	-1	2
COc1ccccc1NC(=O)c1ccc2nc(-c3ccccc3)c(-c3ccccc3)nc2c1	5	2	0	-2	4	1	-4	0	-2	5
COc1ccccc1C=NNC(=O)C(=O)NN=Cc1ccccc1OC	-8	7	-6	2	1	3	1	3	-2	1
O=C(Nc1cc(Cl)ccc1-n1cncn1)c1ccc([N+](=O)[O-])o1	2	-3	-4	5	6	6	-4	2	4	-8
C#CCOCCOCCOCCNc1nc(N2CCN(C(=O)Cn3cc(CCCN=C(N)N)nn3)CC2)nc(N2CCN(C(=O)[C@H](CCCCN)n3cc(CC(C)O)nn3)CC2)n1 (stereo partly specified)	5	1	-1	2	3	1	2	0	-4	8
COc1ccccc1OCc1nc(C#N)c(N2CCCC2)o1	-2	1	-1	2	-3	-3	-15	0	1	6
CN(C)CCCN(C(=O)COc1ccccc1)c1nc2ccc(Cl)cc2s1	1	-16	4	-2	3	3	1	2	8	2
COc1ccc(CNC(=O)c2sc(=O)n(Cc3ccc(S(=O)(=O)N(C)C)cc3)c2C)cc1	-2	1	0	2	6	3	·	0	2	4
CN(C)CC1(C)Cc2ccsc2C1O (stereo unspecified)	4	4	3	0	-2	3	4	-1	-1	-7
CCC(=O)Nc1ccc(C(=O)NNC(=O)c2ccc(C)cc2)cc1	-23	-4	6	-5	-2	1	-1	-9	-7	6
O=C(Nc1ccc(S(=O)(=O)N2CCOCC2)cc1)C1CC1	-12	6	-3	-1	-1	7	8	-4	7	12
Cc1ccc(CN(C)CC(=O)NC(C)c2ccccc2)cc1 (stereo unspecified)	-4	-5	-2	-1	-1	-8	-3	-2	4	-3

Record cards, from the list above. Order of screens: TDP2 inh	NPR2 activator	LEDGF integ inh	PRMT1 inh	SIAE primary	rCAG binder	HTRA1 inhibitor	MBD2 DNA inh	ABHD4 inh	TCR-CD3 inh
CCCN(Cc1ccc(N(C)C)cc1)CC1CC1 is listed as -6	-1	1	3	-2	-2	-5	-2	1	-2
COc1ccccc1OCc1nc(C#N)c(N2CCCC2)o1 is listed as -2	1	-1	2	-3	-3	-15	0	1	6

Filtered by structure, the entries above with a Cl atom
SMILES	TDP2 inh	NPR2 activator	LEDGF integ inh	PRMT1 inh	SIAE primary	rCAG binder	HTRA1 inhibitor	MBD2 DNA inh	ABHD4 inh	TCR-CD3 inh
O=C(O)c1ccc(-c2nc(-c3ccc(Cl)cc3)cs2)cc1	5	-3	-2	0	-21	6	3	4	-14	5
O=c1[nH]c2ccc(Cl)cc2c(-c2ccccc2)c1SC(=S)N1CCCCC1	-11	-8	-6	44*	-16	9	-47	0	-4	-11
CC(=O)CCC1CC(c2ccc(Cl)cc2)=NO1 (stereo unspecified)	3	-7	1	2	0	-5	-4	-7	4	-4
Cc1cc(OCC(O)CN2CCOCC2)cc(C)c1Cl (stereo unspecified)	1	3	-2	0	1	-6	0	1	3	-10
O=C(COC(=O)CCCc1nc2ccccc2s1)Nc1ncc(Cl)cc1Cl	8	-6	0	1	3	-2	-1	-6	3	5
CSc1ccc(/C=N/NC(=O)c2ccccc2Cl)cc1	-4	0	6	-2	0	-2	-10	-3	-4	3
Cc1cccc(CN2C(=O)CCSc3ccc(Cl)cc32)c1	-10	-14	-2	1	-2	-5	-12	-1	-3	-1
O=C(Nc1ccc(Cl)cc1)c1cc(S(=O)(=O)Nc2ccccn2)ccc1Cl	-16	-3	-8	1	-1	15	-11	4	-2	-2
O=C(COC(=O)C1(c2ccccc2F)CCCC1)Nc1ncc(C(F)(F)F)cc1Cl	-1	-3	3	-1	1	5	-15	-2	4	6
O=C(Nc1cc(Cl)ccc1-n1cncn1)c1ccc([N+](=O)[O-])o1	2	-3	-4	5	6	6	-4	2	4	-8
CN(C)CCCN(C(=O)COc1ccccc1)c1nc2ccc(Cl)cc2s1	1	-16	4	-2	3	3	1	2	8	2

Source: PubChem BioAssay (several laboratories)
